p53ts 39C tox = kills p53ts cells at the nonpermissive temperature; H1299-p53A138V viability at 39C, ATP luminescence, 24 h; Potency, µM (top dose mostly 46.1 µM), for inactives: top-dose activity change, negative = cell killing, hits mostly cytotoxic; 130,000 compounds, 1.5% hits; also: nearly all actives have a fitted effect of over 55% in size
p53ts 32C tox = kills p53ts cells at the permissive temperature | Potency, µM (top dose mostly 46.1 µM), inactives show at the highest dose activity change, negative = cytotoxicity, most hits filed as cytotoxic | 130,000 compounds, 0.93% hits | H1299-p53A138V at 32C, ATP luminescence viability, 24 h;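 also: 0% = DMSO and -100% = full killing by reference compound; nearly all actives have a fitted effect of over 55% in size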
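ATP-content luminescence (ATPlite) read-out after 24 h compound exposure at 32C in H1299-p53A138V cells (600/well). Tested up to 46 uM. Normalized to DMSO (0%) and 100 uM tamoxifen (100% killing); Hill-fit AC50.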
Peg3 imprint = inducers of genomic imprint erasure in mouse ES cells; Potency, µM (doses to about 60.7 µM), without a hit: at the highest dose activity change, positive = activation, hits mostly activators; mouse ES Peg3-LacZ reporter, beta-gal luminescence, 40 h; 110,000 compounds, 0.02% hits; AID 1948;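 also: 0% = negative control wells on the plate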
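Readout: BetaGlo luminescence (5 min, room temp) for LacZ from the normally silent maternal Peg3 allele in female Peg3LacZ-Neo ES cells. Cells 300/well, 40 h, 37C, 5% CO2. Data normalized per plate to negative controls.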
IkB sig inh = inhibitors of IkB signaling in ABC-DLBCL cells; ABC-DLBCL IkBa-CBG/CBR dual luciferase ratio, 4 h; response scale: scaled: untreated 0%, proteasome inhibitor 100%; Potency, µM (series often up to 57.1 µM), without a hit: at the top dose IkBa stabilization activation; 110,000 compounds, 0.04% hits; AID 445; active = well fitted curve in the direction sought with a large enough effect in the signal ratio, not every such curve was filed as active; inconclusive = small, poorly fitted or top-dose-only effect, or a change in a side signal; the % refers to the signal ratio;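 also: the direction sought is a rising ratio; 0% = basal untreated cells and 100% = reference inhibitor full response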
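In this assay, an IκBα–CBG68 fusion accumulates when IKK-driven degradation is blocked; native CBR normalizes for cell number. OCI-Ly3 cells were treated 4 h with compound and doxycycline, then green and red light read after Chroma-Glo addition.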
An asterisk follows results filed as active; ? = inconclusive; . = not tested or not shown; [ ] = another dose, or the depositor's remark. Unless noted, calls follow the shape of the dose curve; as a rule, active = well fitted curve in the direction sought with a large enough effect; inconclusive = small, poorly fitted or top-dose-only effect, or another doubt; inactive = no such curve, though single readings can be large; an effect the other way counts as inactive or inconclusive. Unless noted, % is scaled to controls: 0 for no effect and ±100 for the full control effect; potency is read from the fitted curve at half-maximal effect.

Results follow in this order: p53ts 39C tox	p53ts 32C tox	Peg3 imprint	IkB sig inh
- COc1ccc2cc(CNc3ccc(C)cc3)c(=O)n(CC(=O)Nc3cccc(Cl)c3C)c2c1
  -25%	-8%	15%[10.9 µM]	-0.5%
- CCCCN(CCCC)S(=O)(=O)c1ccc2oc(C(=O)NCc3ccc(C)cc3)c(C)c2c1
  ?	6%	-10%[10.9 µM]	?
- COc1ccc(NC(=O)N2CCc3c(sc4c3CCCC4)C2c2ccc(F)cc2)cc1 (stereo not drawn)
  ?	3%	-5%[10.9 µM]	?
- CS(=O)(=O)N(Cc1ccccc1)c1ccc(C(=O)NCCSCc2ccco2)cc1
  -12%	6%	.	.
- CCOc1ccc(OCC)c(NC(=O)CCCN2C(=O)c3cccnc3C2=O)c1
  -6%	-9%	1%	1.1%
- CCCn1c(SC2C(=O)CC(C)(C)CC2=O)nc2c1c(=O)n(C)c(=O)n2C
  8%	2%	.	2.3%
- Cc1noc(C)c1C(=O)N1CCC2(CCCN(Cc3ccc(C#N)cc3)C2)CC1
  6%	-3%	.	0.4%[11.4 µM]
- COc1ccc2ccccc2c1C1CC(=O)N2CN(C3CCCCC3)CSC2=C1C#N (stereo not drawn)
  22%	37%[activator]	-14%	?
- CC(=O)c1cccc(NC(=O)Nc2c(C)n(C)n(-c3ccccc3)c2=O)c1
  -21%	-4%	-7%[10.9 µM]	-3.4%
- CC1CCc2c(sc(NC(=O)c3ccc(Cl)cc3Cl)c2C#N)C1 (stereo not drawn)
  ?	0%	-10%[10.9 µM]	?
- Cc1ccc(C(C(=O)NC2CCCC2)N(Cc2ccco2)C(=O)CCC(=O)Nc2ccccn2)cc1 (stereo not drawn)
  -2%	-22%	-20%	1.9%
- CC1=NC(=O)C(N=Nc2ccccc2)N1c1ccccc1 (stereo not drawn)
  1%	-20%	.	.
- CC1Cc2ccccc2N1S(=O)(=O)c1cccc(C(=O)NCCCO)c1 (stereo not drawn)
  -12%	1%	-3%	3.5%
- CCC1CN(C(=O)NCc2ccc(F)cc2)c2cc(C)ccc2O1 (stereo not drawn)
  ?	10%	-21%[10.9 µM]	?
- O=C(NCc1ccco1)c1cccc(F)c1
  5%	2%	-2%	0.0%
- COc1cccc(CNC(=O)C(Cc2ccccc2)NS(=O)(=O)c2ccc3c(c2)CCN3C(C)=O)c1 (stereo not drawn)
  22%	11%	-4%[10.9 µM]	-2.0%
- Cc1ccc(-c2nc(N3CCOCC3)sc2C(=O)N2CCCCC2)cc1
  6%	9%	.	.
- O=C(O)C1C(C(=O)O)C(C(=O)O)C1C(=O)O (stereo not drawn)
  -14%[9.22 µM]	-7%[9.22 µM]	-12%[10.9 µM]	0.4%[11.4 µM]
- CCC(C)NC(=O)Cn1c(=O)n(-c2cc(OC)cc(OC)c2)c(=O)c2ccccc21 (stereo not drawn)
  34%[activator]	5%	11%[10.9 µM]	?
- O=C(Cn1ncc2c3ccccc3n(Cc3ccccc3F)c2c1=O)NCCc1ccc(Cl)cc1
  -14%	13%	-9%[10.9 µM]	?

Results follow in this order: p53ts 39C tox	p53ts 32C tox	Peg3 imprint	IkB sig inh
- Cn1c(C(C#N)C(=O)c2sc3ccccc3c2Cl)nc2ccccc21 (stereo not drawn)
  -26%	2%	2%	?
- O=C(OCc1nnc(-c2ccccc2)o1)c1ccco1
  -6%	4%	4%	-0.1%
- CN1C(=O)c2ccccc2Sc2ccc(NC(=O)N3CCN(c4cccc(Cl)c4)CC3)cc21
  -19%	0%	-18%[10.9 µM]	?
- CCn1c(CNc2ccc(F)cc2)nnc1SCC(=O)Nc1ccc(OC)cc1
  0%	11%	.	.
- CCCCNC1C(CC)C(CCC)C(C#N)(C#N)C1(C#N)C#N (stereo not drawn)
  75%[activator]	?	-41%[inhibitor]	?
- CCOC(=O)C1CCCN(S(=O)(=O)c2ccc3[nH]c(=O)ccc3c2)C1 (stereo not drawn)
  -3%	-1%	12%[10.9 µM]	2.6%
- COc1ccc(CNC(=O)CCNS(=O)(=O)c2ccc3c(c2)CCCC(=O)N3)cc1
  -7%	-9%	3%[10.9 µM]	1.4%
- NC(=O)C1CCN(S(=O)(=O)c2ccc(N3CCCCS3(=O)=O)cc2)CC1
  -11%	1%	-13%[10.9 µM]	0.8%
- C/C(Cl)=C\CSc1nnc2n(N)c(=O)c3ccccc3n12
  3%	6%	-10%	-1.5%
- CCOC(=O)Cc1csc(NC(=O)CSc2nnc(C3CC3)n2C)n1
  4%	-11%	-4%	1.2%
- COc1ccc2c(c1)O/C(=C\c1sccc1C)C2=O
  -1%	-4%	.	.
- COc1ccc(-c2c(C)nn3c(C(F)(F)F)cc(-c4ccc(Br)cc4)nc23)cc1
  -13%	9%	23%[10.9 µM]	-0.7%
- CCOC(=O)c1c(NC(=O)COc2ccccc2Br)sc2c1CCCCC2
  -10%	2%	1%[10.9 µM]	?
- CCOC(=O)C1CCN(S(=O)(=O)c2cccc3nonc23)CC1
  11%	-3%	-15%	0.3%
- O=C(CCCN1C(=O)c2ccccc2C1=O)NCCCN1CCOCC1
  -4%	7%	-8%	-6.6%
- C=CCN(CC=C)S(=O)(=O)c1ccc2nc(NC(=O)C(C)C)sc2c1
  5%	-5%	-18%	?
- O=C(CCOc1ccccc1)OCC(=O)c1cc2ccccc2o1
  -1%	6%	-5%	1.7%
- CC(=O)N1CCC2(CCCN(c3ccc(-c4ccccc4)cc3)C2)CC1
  -19%	-6%	.	5.2%[11.4 µM]
- CCOC(=O)c1ccc(NC(=O)c2c(NCc3cccs3)sc3c2CCCCC3)cc1
  16%	2%	-11%[10.9 µM]	91%
- CCNc1nc(Oc2ccc(=O)n(-c3ccccc3)n2)nc(N(C)C)n1
  14%	-2%	-13%[10.9 µM]	-1.6%

Complete entries, quoted from the list. Order of values: p53ts 39C tox, p53ts 32C tox, Peg3 imprint, IkB sig inh
Results for CC(=O)N1CCC2(CCCN(c3ccc(-c4ccccc4)cc3)C2)CC1 : -19%, -6%, ., 5.2%[11.4 µM]
Results for NC(=O)C1CCN(S(=O)(=O)c2ccc(N3CCCCS3(=O)=O)cc2)CC1 : -11%, 1%, -13%[10.9 µM], 0.8%
Results for O=C(CCCN1C(=O)c2ccccc2C1=O)NCCCN1CCOCC1 : -4%, 7%, -8%, -6.6%
Results for CCOC(=O)C1CCN(S(=O)(=O)c2cccc3nonc23)CC1 : 11%, -3%, -15%, 0.3%
Results for CCOC(=O)c1ccc(NC(=O)c2c(NCc3cccs3)sc3c2CCCCC3)cc1 : 16%, 2%, -11%[10.9 µM], 91%

(more compounds)
Results follow in this order: p53ts 39C tox	p53ts 32C tox	Peg3 imprint	IkB sig inh
- COC(=O)CSc1nnc(CNC(=O)c2ccccc2OC)n1C
  -9%	-4%	0%	-1.6%
- Cc1ccc(Nc2nc(C)c(CCC(C)C)c(=O)[nH]2)cc1
  13%	2%	-5%	2.3%
- Cn1c(=O)[nH]c(=O)c2c1nc(NC1CCCCC1)n2CC(=O)NC1CCCCC1
  6%	5%	-3%	-0.9%
- Cc1cccc(NC(=O)c2cc(S(=O)(=O)N3CCc4ccccc43)ccc2F)c1C
  -33%	4%	-21%[10.9 µM]	?
- Cc1cc(C)cc(NC(=O)c2ncn(-c3ccccc3)n2)c1
  -24%	-13%	-27%[10.9 µM]	?
- COc1ccc2nc(NC(=O)CN(c3ccc(C)cc3)S(=O)(=O)c3c(C)nn(C)c3C)sc2c1
  -3%	1%	?	?
- Cc1ccc(Cc2cnc(N)s2)o1
  3%	-1%	-26%	1.4%
- CCOc1ccc(CCNC(=O)c2ccc3nc(N4CCC(C)CC4)sc3c2)cc1OCC
  -13%	-14%	-21%[10.9 µM]	?
- Cc1cccc(N2CCN(S(=O)(=O)c3cn(C)c(C)n3)CC2)c1C
  -8%	6%	14%[10.9 µM]	-1.9%
- CC(=O)Nc1ccc(NC(=O)CC(C)n2ccc(C)n2)cc1 (stereo not drawn)
  -6%	-2%	-8%[10.9 µM]	?
- Cc1ccc(CS(=O)(=O)CCC(=O)NCc2cccs2)cc1
  -6%	12%	-1%	-0.3%
- Cn1c(=O)cc(SCC(=O)Nc2cccnc2)c2ccccc21
  7%	8%	-12%	-1.6%
- O=C(CSc1nc2c(sc3ccccc32)c(=O)n1CCO)NCC1CCCO1 (stereo not drawn)
  -3%	-1%	-3%	6.6%
- N#Cc1ccccc1NC(=O)c1ccc(-c2ccccc2Cl)o1
  ?	?	-8%	?
- COc1ccccc1C(=O)Nc1ccc(NC(=O)c2cccs2)cc1
  8%	-13%	-12%[10.9 µM]	?
- Cc1ccc(Nc2nnc(SCc3cc(=O)n4ccsc4n3)s2)c(C)c1
  -2%	2%	-10%	-0.7%
- CCOc1ccc(C2C(=O)N(C3CCCCC3)CC(=O)N2CCC2=CCCCC2)cc1OC (stereo not drawn)
  -9%	10%	6%[10.9 µM]	?
- CCOC(=O)CNC(=O)c1cc2c(=O)n3cccc(C)c3nc2n1C
  -18%	-3%	-17%[10.9 µM]	1.4%
- CC(C)N1C(=O)C(O)(c2c[nH]c3ccccc23)c2ccccc21 (stereo not drawn)
  14%	-4%	-6%[10.9 µM]	-3.7%
- Brc1ccccc1-c1nnc2sc(-c3ccc4c(c3)OCCO4)nn12
  -6%	-16%	-29%	-5.3%

Results follow in this order: p53ts 39C tox	p53ts 32C tox	Peg3 imprint	IkB sig inh
- Cn1nc(-c2ccccc2F)c2cc(C(=O)NCc3cccc(Cl)c3)sc21
  5%	7%	-11%[10.9 µM]	?
- CCc1ccc(NS(=O)(=O)c2ccc3[nH]cc(C(=O)NCc4ccc(C)cc4)c(=O)c3c2)cc1
  -17%	7%	-8%[10.9 µM]	?
- CCN1CCN(c2ncc3c(n2)CCN(Cc2ccccc2C)C3)CC1
  -19%	2%	-12%[10.9 µM]	0.7%
- COc1ccc2cc3cc(C(=O)Nc4cc(C)c(Cl)cc4OC)oc3nc2c1
  19%	6%	3%[10.9 µM]	?
- Cc1ccc(C)c(N2CCN(C(=O)c3cc(S(=O)(=O)N4CCC(C)CC4)cn3C)CC2)c1
  -14%	9%	-13%[10.9 µM]	?
- CCN1C(=O)CC(C(=O)Nc2ccc(F)cc2)SC1=Nc1ccc2c(c1)OCO2 (stereo not drawn)
  -13%	-9%	-7%	?
- CCOC(=O)C(C(=O)OCC)C(C)C#CCN1CCCCC1 (stereo not drawn)
  16%	-7%	-18%	0.5%
- Cc1nc(NCc2ccccc2)c2nc(-c3ccccc3)n(CC(C)(C)CN(C)C)c2n1
  -3%	9%	-7%	.
- COC(=O)c1sccc1S(=O)(=O)N1CCN(c2ccccc2)CC1
  -18%	-14%	-15%[10.9 µM]	0.5%
- O=C(N/N=C1/C[C@@H](O)[C@@H](O)[C@@H]2[C@@H]3C(=O)N(C4CCCCC4)C(=O)[C@H]3CC[C@H]12)OCc1ccccc1
  13%[9.22 µM]	2%[9.22 µM]	.	.
- COc1ccc(-c2nnc(Nc3ccc(OCC(N)=O)cc3)c3ccccc23)cc1
  -20%	-7%	-11%[10.9 µM]	?
- COc1ccc(C(=O)CSc2nnc(COc3ccccc3)n2Cc2ccco2)cc1
  1%	-14%	-18%	?
- COc1ccc(NC(=O)c2ncn(-c3ccccc3)n2)cc1Cl
  -13%	-15%	-18%[10.9 µM]	?
- COc1ccc(C(NC(=O)c2ccco2)c2ccc(OC)c(OC)c2)cc1OC
  9%	5%	2%	4.3%
- O=C(CSc1nc2c([nH]c3ccccc32)c(=O)n1-c1ccccc1)Nc1ccc2c(c1)OCCO2
  -20%	2%	20%[10.9 µM]	?
- CCOc1ccc(C2=NC(c3ccc(OC)cc3)=Nc3ccc(Cl)cc3N2)cc1
  -25%	6%	-10%[10.9 µM]	0.9%
- Cc1cc(S(=O)(=O)NCC(c2ccc(N(C)C)cc2)N2CCOCC2)ccc1F (stereo not drawn)
  1%	3%	?	?
- CCC1OC(=O)C(C)[C@@H](O[C@H]2C[C@@](C)(OC)C(O)C(C)O2)C(C)[C@@H](O[C@@H]2OC(C)CC(N(C)C)C2O)[C@@](C)(O)CC(C)C2NC(COCCOC)O[C@H](C2C)[C@@]1(C)O (stereo partly drawn)
  -5%	-6%	-10%	.
- CCCn1c(SCC(=O)NC2CCCCC2)nnc1-c1ccncc1
  0%	-6%	-7%	0.3%
